IkB signaling – IkB Signaling; ABC-DLBCL IkBa-CBG/CBR dual luciferase ratio, 4 h; response scale: scaled: untreated 0%, proteasome inhibitor 100%; Potency, µM (series often up to 57.1 µM), for inactives: top-dose IkBa stabilization activation; hit rate 0.04% among 110,000; active means well fitted curve in the direction sought with a large enough effect in the signal ratio, not every such curve was filed as active; inconclusive means small, poorly fitted or top-dose-only effect, or a change in a side signal; the % refers to the signal ratio;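 further: the direction sought is a rising ratio; 0% = basal untreated cells and 100% = reference inhibitor full response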
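Luminescence ratio of IκBα-fused green versus native red beetle luciferase in OCI-Ly3 cells, 4 h post-doxycycline with compound; red signal alone, scaled from basal (0%) to zero light (-100%), flagged nonspecific or cytotoxic effects.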
p53ts 32C kill – qHTS Screen for Compounds that Selectively Target Cancer Cells with p53 Mutations: Cytotoxicity of p53ts Cells at the Permissive Temperature; H1299-p53A138V at 32C, ATP luminescence viability, 24 h; Potency, µM (titrated, usually from 46.1 µM), inactives show at the highest dose activity change, negative = cytotoxicity, actives largely listed as cytotoxic; hit rate 0.93% among 130,000; AID 924, 2007;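 further: 0% = DMSO and -100% = full killing by reference compound; nearly all actives have a fitted effect of over 55% in size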
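Viability by ATPlite luminescence after 24 h compound treatment (up to 46 uM) at the permissive 32C. Cells are H1299 carrying p53 A138V. Scale runs from DMSO basal to 100 uM tamoxifen as full kill; AC50 from Hill fits.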
Peg3 imprint – qHTS Assay for Compounds that Induce Erasure of Genomic Imprints | mouse ES Peg3-LacZ reporter, beta-gal luminescence, 40 h | Potency, µM (series often up to 60.7 µM), without a hit: at the highest dose activity change, positive = activation, most hits filed as activators | hit rate 0.02% among 110,000 | AID 1948, 2009;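 further: 0% = negative control wells on the plate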
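Gelatin-coated wells received 300 freshly trypsinized female ES cells with a Peg3LacZ-Neo reporter on the maternal allele, then incubated 40 hours at 37C. BetaGlo was added for 5 minutes at room temperature before a single luminescence read.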
p53ts 39C kill – qHTS Screen for Compounds that Selectively Target Cancer Cells with p53 Mutations: Cytotoxicity of p53ts Cells at the Nonpermissive Temperature | H1299-p53A138V viability at 39C, ATP luminescence, 24 h | Potency, µM (top dose mostly 46.1 µM), for inactives: top-dose activity change, negative = cell killing, actives largely listed as cytotoxic | hit rate 1.5% among 130,000 | AID 902, 2007; further: nearly all actives have a fitted effect of over 55% in size
Starred values were filed as active, the others as inactive; ? = inconclusive; / = not tested or not shown; [ ] = dose if it differs, or a comment. Unless noted, the call rests on the fitted dose curve; in most records, active means well fitted curve in the direction sought with a large enough effect; inconclusive means small, poorly fitted or top-dose-only effect, or another doubt; inactive means no such curve, though single readings can be large; an effect the other way counts as inactive or inconclusive. Unless noted, on the % scale 0 is the no-effect control and ±100 the full control effect; potency means the concentration at half of the fitted maximal effect.

compound,Peg3 imprint,p53ts 32C kill,IkB signaling,p53ts 39C kill
Cc1ccccc1CN1CCc2nc(N3CCN(c4ncccn4)CC3)ncc2C1,-19%[10.9 µM],-16%,?,?
O=C(Oc1ccc(-c2ccccc2)cc1)N1CCOCC1,-21%,-10%,?,-9%
CCCn1c(SCC(=O)Nc2ccc3c(c2)OCCO3)nnc1-c1ccco1,-6%,9%,-0.8%,-13%
COc1cc(-c2noc(-c3ccc(N4CCCCC4)c([N+](=O)[O-])c3)n2)cc(OC)c1OC,-4%[10.9 µM],-16%,5.8%,-3%
COc1ccc(-c2nc(N)ncc2Oc2ccccc2Br)c(O)c1,-25%,5%,-0.2%,-3%
COc1cc(C(=O)N(Cc2ccc(N(C)C)cc2)CC2CCCO2)cc(OC)c1OC (stereo not drawn),11%[10.9 µM],5%,-0.9%,-5%
Cc1cccn2c(=O)c(C=Nc3c(C)n(C)n(-c4ccccc4)c3=O)c(N3CCCC3)nc12,-11%,9%,0.1%,-3%
O=C(CN1CCN(c2ccccn2)CC1)NCc1cccs1,/,1%,1.1%,9%
COC(=O)[C@@]1(Cc2ccccc2)[C@H]2c3cc(C(=O)N4CCCC4)n(Cc4ccc(C(F)(F)F)nc4)c3C[C@H]2CN1C(=O)c1ccccc1,-17%,20%,/,-3%
O=C(NCc1ccccc1Cl)C1CCCN(C(=O)c2cnn(-c3ccccc3)c2-n2cccc2)C1 (stereo not drawn),7%[10.9 µM],5%,?,-5%
O=S(=O)(c1ccccc1)c1nc(-c2ccccc2F)oc1N1CCOCC1,9%[10.9 µM],9%,1.6%,14%
COc1ccc(NC(=O)C(c2ccc(OC)cc2)N(C)C(=O)Cc2cccs2)cc1 (stereo not drawn),-2%[10.9 µM],3%,1.8%,19%
Cc1cccc(CSc2cn(CC(=O)N3CCCCCC3)c3ccccc23)c1,-23%[10.9 µM],-9%,-0.6%,-6%
CCOC(=O)N1CCN(C(=O)c2cc(Cl)c(Cl)cc2C(=O)O)CC1,-8%,13%,1.0%,13%
Nc1cc(C(=O)O)c(O)c(S(=O)(=O)O)c1,-3%,7%[1.84 µM],1.9%,12%
O=C(Cc1ccccc1I)Nc1ccccc1,-14%,4%,/,4%
CCOc1ccc(NC(=O)CCCc2nc(-c3cccc(OC)c3)no2)cc1,-13%[10.9 µM],6%,-5.9%,-12%
CCOC(=O)CNc1c(-c2ccc(O)cc2)nc2ccccn12,-54%[inhibitor],-10%,1.1%,-4%
COc1ccc(CCNC(=O)c2cc3c(=O)n(C)c4cc(Cl)ccc4c3s2)cc1OC,23%[10.9 µM],4%,-2.3%,36%[activator]
CC(C)(CN)CN,-10%[10.9 µM],-2%[9.22 µM],0.1%[11.4 µM],-5%[9.22 µM]
O=C1NC(c2ccccc2)(C(F)(F)F)SC2=CCCCCN12 (stereo not drawn),-7%,3%,1.0%,5%
COCc1c(Br)c(C)nc(OCC(=O)O)c1C#N,-4%,-5%,0.6%,9%
COc1cc(NC(=O)c2noc3c2CC(C)CC3)c(OC)cc1Cl (stereo not drawn),2%[10.9 µM],-9%,3.6%,2%
CC(=O)Nc1ccccc1OCc1cc(=O)n2c(C)csc2n1,5%[10.9 µM],1%,0.9%,12%
Nc1ccc2nc(-c3ccc(Cl)cc3)[nH]c2c1,-79%[inhibitor],13µM*,?,10µM*
Cn1c(Cc2ccccc2)nnc1SCC(=O)N1CCCCC1,/,0%,/,6%
CSc1ccc(CNC(=O)CN2C(=O)C3CCCCN3c3ccc(C(=O)N4CCCC4)cc32)cc1 (stereo not drawn),7%[10.9 µM],-7%,-1.2%,-22%
CCC1CN(C(=O)N2CCC(C(=O)NCCC3=CCCCC3)CC2)c2cc(C)ccc2O1 (stereo not drawn),-11%[10.9 µM],3%,?,-21%
Cc1ccc(OCC(=O)NCCN2CCCC2)cc1,-10%,3%,1.1%,-7%
O=C(c1ccc2c(c1)OCO2)N(c1ccccc1)C1C=CS(=O)(=O)C1 (stereo not drawn),?,-3%,-0.3%,-5%
CC(C)Sc1ncc(Cl)c(C(=O)Nc2c(C(=O)Nc3ccccc3)oc3ccccc23)n1,8%[10.9 µM],17%,0.6%,-15%
CCOC(=O)N1CCN(C(=O)C2CCCN(S(C)(=O)=O)C2)CC1 (stereo not drawn),4%,-1%,-1.0%,-3%
CCOC(=O)c1sc(N2C(=O)c3oc4ccccc4c(=O)c3C2c2ccc(C(C)(C)C)cc2)nc1C (stereo not drawn),5%[10.9 µM],-6%,?,34%[activator]
Cc1cc(C)cc(Nc2cc(C)nc3nc(C)nn23)c1,-15%,0%,-2.2%,-7%
c1ccc2c(NCCN3CCOCC3)nc(-c3ccc4c(c3)OCO4)nc2c1,?,1%,-8.5%[11.4 µM],-16%
O=C(NC1CC(=O)N(c2ccccc2)C1)c1ccc(S(=O)(=O)N2CCCC2)cc1 (stereo not drawn),-12%[10.9 µM],1%,1.2%,-14%
CN1C(=O)C(O)(CC(=O)c2ccc(F)cc2)c2cc(Br)ccc21 (stereo not drawn),-21%,5%,5.5%,7%
CCN(CC)CCCNc1nnc(C)c(=O)[nH]1,-11%,-2%,-2.4%,6%
CNc1nc(-c2c(C)noc2C)nc2ccccc12,-13%,3%,1.2%[11.4 µM],-12%
N#Cc1ccc(CN2CCCC3(CCN(S(=O)(=O)c4ccccc4)CC3)C2)cc1,/,0%,2.7%[11.4 µM],1%
Fc1ccc(NCc2nnc(SCc3nnc(-c4ccccc4)o3)n2CC2CCCO2)cc1 (stereo not drawn),3%,1%,5.6%,-2%
COC(=O)C1CCN(c2csc3ccc(Cl)cc3c2=O)CC1,-15%[10.9 µM],-5%,?,1%
CCN(CC)c1ccc2c(c1)CCCN2,-20%,?,?,?
CCCCOc1ccc(C(=O)Nc2ccncc2)cc1,-50%[inhibitor],-1%,-1.6%,4%
CC1CCCCN1Cc1c(O)ccc2c(=O)c(-c3ccccc3Cl)c(C(F)(F)F)oc12 (stereo not drawn),-9%[10.9 µM],0%,-0.4%,-7%
COc1ccc(S(=O)(=O)NCCCCNS(=O)(=O)c2ccc(OC)cc2)cc1,-12%,11%,0.4%,0%
O=C(CC1Oc2ccccc2NC1=O)NCCCN1CCOCC1 (stereo not drawn),-3%,3%,4.6%,16%
O=C1CCc2cc(S(=O)(=O)NCc3ccc(F)cc3)cc3c2N1CC3,7%[10.9 µM],1%,2.1%,-15%
CC(=O)c1ccc(Nc2nc3c(S(=O)(=O)c4ccccc4)nnn3c3ccc(Cl)cc23)cc1,14%[10.9 µM],7%,1.8%,-17%
CCN(C(=O)CSc1nc2cc(C(=O)OC)ccc2c(=O)n1Cc1ccco1)c1cccc(C)c1,-10%,8%,-0.1%,7%
CC1CCc2c(sc3ncn4c(SCC(=O)NCc5ccco5)nnc4c23)C1 (stereo not drawn),-6%,-2%,0.0%,12%
NNCCc1ccccc1,-15%,-10%,-1.6%[25.6 µM],-3%
CC(C)(C)OC(=O)N1CCC(c2c(C(=O)N3CCN(c4ccc(Cl)cc4)CC3)cnn2-c2ccc(F)cc2F)CC1,-7%[10.9 µM],9%,?,-9%
Cc1oc2cc(O)ccc2c(=O)c1Oc1ccccc1,0%,0%,0.9%,-1%
CC12CN3CC(C)(CN(C1)C31C(=O)N(Cc3ccccc3)c3ccccc31)C2=O (stereo not drawn),5%,-2%,0.1%,-2%
O=C(NCC(c1cccnc1)N1CCN(c2ccccc2)CC1)c1ccco1 (stereo not drawn),9%,-21%,0.0%,-1%
Cc1nc2c(C(=O)NCc3ccccc3Cl)cnn2c(C)c1Cc1ccccc1,-17%[10.9 µM],9%,?,-30%
Cc1ccccc1/C=C\C1=NCCN1,/,33%[activator],7.2%,41%[activator]
Cc1cccc(OCc2ccc(-c3nc(C#N)c(N4CCN(c5ccccc5)CC4)o3)o2)c1,-19%[10.9 µM],-8%,0.1%,7%
CCc1ccc(S(=O)(=O)c2nnn3c2nc(Nc2cc(OC)ccc2OC)c2sccc23)cc1,-9%[10.9 µM],0%,-0.5%,-17%

Structures above containing a thiophene ring, fused or not:
compound,Peg3 imprint,p53ts 32C kill,IkB signaling,p53ts 39C kill
O=C(CN1CCN(c2ccccn2)CC1)NCc1cccs1,/,1%,1.1%,9%
COc1ccc(NC(=O)C(c2ccc(OC)cc2)N(C)C(=O)Cc2cccs2)cc1 (stereo not drawn),-2%[10.9 µM],3%,1.8%,19%
COc1ccc(CCNC(=O)c2cc3c(=O)n(C)c4cc(Cl)ccc4c3s2)cc1OC,23%[10.9 µM],4%,-2.3%,36%[activator]
CC1CCc2c(sc3ncn4c(SCC(=O)NCc5ccco5)nnc4c23)C1 (stereo not drawn),-6%,-2%,0.0%,12%
CCc1ccc(S(=O)(=O)c2nnn3c2nc(Nc2cc(OC)ccc2OC)c2sccc23)cc1,-9%[10.9 µM],0%,-0.5%,-17%

New compounds follow:
compound,Peg3 imprint,p53ts 32C kill,IkB signaling,p53ts 39C kill
Cc1csc2nc(CCNS(=O)(=O)c3ccc(F)cc3)cn12,14%[10.9 µM],5%,0.7%,-19%
O=C(O)CCCNS(=O)(=O)c1ccc(NCc2ccccc2)c(C(=O)O)c1,3%,2%,-0.2%,5%
CCOc1cccc(NC(=O)C2CC(=O)N(C)C(=Nc3ccc(F)cc3)S2)c1 (stereo not drawn),-15%[10.9 µM],1%,?,-12%
N#Cc1ccc(CSc2nc3c(c(=O)[nH]2)CCC3)cc1,-9%[10.9 µM],-4%,0.3%,-9%
CC(C)OC(=O)CSc1nnc(CNc2ccc(Cl)cc2)n1Cc1ccccc1,/,-14%,/,13%
Cc1cc(NC(=O)COC(=O)C2CCN(C(=O)c3ccc(Cl)cc3)CC2)no1,-8%,3%,-0.3%,0%
COc1ccc(-c2c3c(nc4sc(C(=O)Nc5cccc(OC)c5)c(N)c24)CC(C)(C)CC3=O)cc1,-14%[10.9 µM],-2%,?,7%
N#Cc1ccccc1-c1ccc2ncnc(NCc3cccnc3)c2c1,?,-8%,-0.7%[11.4 µM],-3%
CCCCn1c(N)c(N(CC)C(=O)c2ccc3c(c2)S(=O)(=O)c2ccccc2C3=O)c(=O)[nH]c1=O,-4%,-1%,-0.7%,1%
CSc1ccc(CCNC(=O)c2ccc(CS(=O)(=O)c3ccc(Br)cc3)o2)cc1,-16%[10.9 µM],-13%,-0.6%,-22%
O=C(Nc1ccc2nc(-c3cccs3)[nH]c2c1)c1cccs1,-7%,?,?,?
CC1=[N+]([O-])C(C)(C)CC(C)(C)c2ccccc21,-9%,-1%,0.4%,7%
O=C(O)C(Cc1cc2ccccc2[nH]1)N1C(=O)C2CC=C(Cl)CC2C1=O (stereo not drawn),-2%,5%,0.9%,7%
COC(=O)c1cc(S(=O)(=O)N2CCN(c3cccc(C)c3)C(C)C2)cn1C (stereo not drawn),-8%[10.9 µM],-8%,0.5%,-2%
Cc1ccc(-n2nc(CO)c(C(=O)NCCC(C)C)n2)cc1C,-18%[10.9 µM],-19%,?,?
CCCn1c(=O)c2sccc2n2c(CCCC(=O)N3CCN(c4ccccc4OC)CC3)nnc12,-11%[10.9 µM],7%,-0.2%,14%
COC(=O)[C@@]1(Cc2ccc(F)cc2)[C@H]2c3cc(C(=O)N4CCCC4)n(C[C@H](O)CO)c3C[C@H]2CN1C(=O)c1ccccc1,-5%,8%,/,-1%

Assay outcomes from PubChem.
